Assay outcomes deposited in PubChem BioAssay by several laboratories.
XIAP antagonists – XIAP antagonists, biochemical, IAP family, fluorescence polarization (AID 1018); XIAP BIR domain, fluorescence polarization peptide displacement; higher % means a stronger effect; actives 0.007% (n = 200,000); one-dose displacement, % at 20 µM; IC50 in µM for titrated hits; in the data active means displacement above about 50%; further: a part of the inactive calls stands beside numbers as strong as those of hits
LYP phosphatase – inhibitors of LYP phosphatase, biochemical, fluorescence intensity, uHTS (AID 1779). Tyrosine-protein phosphatase non-receptor type 22 (Homo sapiens). recombinant LYP phosphatase, fluorescence intensity; higher % means a stronger effect. actives 0.054% (n = 290,000). one-dose inhibition, % at 11.5 µM; IC50 in µM for titrated hits;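 further: plate controls were vehicle with enzyme for no effect and no enzyme for full effect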
Siah-1 displacement – Siah-1 peptide-binding antagonists, primary screen, biochemical, fluorescence polarization, rhodamine-plectin, uHTS (AID 1817). Siah-1 / rhodamine-plectin peptide fluorescence polarization; higher % means a stronger effect. one-dose displacement, % at 20 µM; IC50 in µM for titrated hits. actives 0.02% (n = 290,000). E3 ubiquitin-protein ligase SIAH1 (Homo sapiens);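 active means displacement of at least 50% at 20 µM, with a fluorescence ratio check between 0.3 and a set limit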;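 further: plate controls were Siah plus tracer with DMSO for no effect and tracer alone without Siah for full effect; strong numbers were not always called active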
M1AAP inhibition – P. falciparum M1AAP inhibitors, biochemical, fluorogenic H-Leu-NHMec substrate, 1536-well (AID 1445); inhibition, % at 30 µM; hits with a dose series show IC50 in µM; recombinant M1AAP, H-Leu-NHMec fluorogenic kinetic assay; higher % means a stronger effect; actives 0.42% (n = 220,000);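 active means primary inhibition above the hit cutoff, then over 50% inhibition at one or more dose response concentrations, cut at about 23% in these data, passing the limit was not always enough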;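 further: plate controls were DMSO full reaction for no effect and no enzyme background for full effect; strong numbers were not always called active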
AID2073 – inhibitors of Mint1-CaV2.2 protein interaction, biochemical, HTRF (AID 2073); HTRF protein-protein interaction, Mint1-CaV2.2; higher % means a stronger effect; one-dose inhibition, % at 20 µM; IC50 in µM for titrated hits; actives 0.19% (n = 290,000); in the data active means inhibition mostly above about 51%, no sharp cut-off; further: some results filed as inactive read as strong as hits
human PMI inhibition – inhibitors of human PMI, primary screen, biochemical, fluorescence intensity, coupled assay (AID 1209); Mannose-6-phosphate isomerase (Homo sapiens); purified PMI enzyme, coupled fluorescence intensity; higher % means a stronger effect; one-dose inhibition, % at 20 µM; IC50 in µM for titrated hits; actives 0.42% (n = 190,000);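 further: plate controls were DMSO vehicle for no effect and wells lacking substrate for full effect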
human PMI inhibitors – human PMI inhibitors, high substrate, primary screen, biochemical, fluorescence intensity, high mannose 6-phosphate (AID 1220) | recombinant PMI enzyme, coupled fluorescence intensity; higher % means a stronger effect | Mannose-6-phosphate isomerase (Homo sapiens) | actives 0.66% (n = 190,000) | one-dose inhibition, % at 20 µM; IC50 in µM for titrated hits
Dynein transport – inhibitors of GR-EGFP nuclear translocation, primary screen, dynein cargo transport inhibitor project, imaging, high-content, 3617.4 mouse cells; test concentration mostly 20 µM; stimulated with dexamethasone, 1 µM; active compounds read low; z-score, hits read low; actives 0.47% (n = 220,000); AID 1381, 2008;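 active means plate z-score of nuclear minus cytoplasmic receptor signal below a set negative limit, without overly bright fluorescence or cell loss, cut at about -3.5 in these data, passing the limit was not always enough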;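 further: z-score of nuclear minus cytoplasmic ring GR-EGFP intensity difference per well; some compounds called inactive have numbers as strong as hits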
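Buffer or medium: tetracycline-free induction medium containing charcoal-stripped FBS / Reagent: dexamethasone agonist, 1.0 µM final, for 30 min / Technique: automated 10x imaging of fixed Hoechst-stained cells / Times: induction 48 h, compound 1 h, agonist 30 min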
P. falciparum M17LAP – P. falciparum M17LAP inhibitors, primary screen, biochemical, fluorogenic H-Leu-NHMec substrate, 1536-well (AID 1619); Leucine aminopeptidase (Plasmodium falciparum (isolate 3D7)); recombinant M17LAP, H-Leu-NHMec fluorogenic kinetic assay; higher % means a stronger effect; inhibition, % at 30 µM, or IC50 in µM where a hit was titrated; actives 0.38% (n = 220,000);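 active means compound inhibiting the enzyme by more than half at any dose during confirmatory dose-response retesting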;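 further: plate controls were full reaction with DMSO carrier for no effect and no enzyme background for full effect; strong numbers were not always called active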
Dynein transport cytoplasmic EGFP – also measured in Dynein transport; calls as there; z-score; measured here: cytoplasmic GR-EGFP intensity; active compounds read high
Dynein transport nuclear GR-EGFP – recorded beside Dynein transport, whose call it bears; z-score; measured here: nuclear GR-EGFP intensity;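 lower value marks the stronger effect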
Dynein transport cell count – further read-out of Dynein transport, marked with its call; z-score; measured here: cell count per field
* = called active by the depositor; . = no result given. Unless noted, no stated cut-off is given here; in the data, active means inhibition above about 50%; inactive means the rest.

SMILES	XIAP antagonists	LYP phosphatase	Siah-1 displacement	M1AAP inhibition	AID2073	human PMI inhibition	human PMI inhibitors	Dynein transport	Dynein transport cytoplasmic EGFP	Dynein transport nuclear GR-EGFP	Dynein transport cell count	P. falciparum M17LAP
CSCCC(NC(=O)c1ccc(Cl)cc1)C(=O)OCC(=O)Nc1cc(Cl)ccc1C#N (stereo unspecified)	-4.1%	-3%	-2%	1%	18%	10%	11%	1.4	0.93	1.4	-2.1	3%
CC1CCN(C(C(=O)O)c2ccccc2)CC1 (stereo unspecified)	-3.9%	-8%	1%	-4%	19%	-14%	-3%	0.083	-0.27	-0.016	0.38	-4%
Cc1ccc(C)c(NC(=O)CN(C)S(=O)(=O)c2ccccc2)c1	-4.1%	-3%	-1%	-5%	8%	12%	3%	-0.56	-0.15	0.066	-1.3	1%
c1csc(CN2CCOCC2)c1	-6.4%	-2%	3%	1%	2%	2%	-5%	1.6	-0.25	1.3	-1.5	-4%
CC(=O)c1sc(NC(=O)COc2ccccc2)nc1C	5.2%	-2%	-6%	3%	5%	2%	5%	-0.18	0.28	0.23	0.64	-5%
O=C(CNCc1ccc(Cl)cc1)Nc1ccc2c(c1)OCCO2	-2.0%	2%	8%	-2%	-3%	0%	1%	-0.61	-0.3	0.11	0.43	-4%
Cc1cc(C)nc(/N=C(\NC(=O)C(C)(C)C)Nc2ccc(F)cc2)n1	.	5%	2%	2%	3%	.	.	1.5	-0.17	0.54	-1.7	13%
CN1CCN(C(=O)/C(=C/c2ccc(F)cc2)c2ccsc2)CC1	-4.8%	-2%	6%	-4%	-8%	-23%	-9%	1.2	-0.19	0.2	-0.059	6%
CCSc1cc(Cl)nc(N)n1	.	-5%	0%	1%	-1%	.	.	0.43	-0.3	0.14	0.12	-3%
CC(C)C(c1nnnn1Cc1ccc(F)cc1)N1CCN(c2ccc(O)cc2)CC1 (stereo unspecified)	-2.5%	-6%	-2%	14%	7%	44%	66%*	-1.7	-0.16	-1.1	0.13	5%
CCOc1ccc(N2CC(C(=O)Nc3ccccc3N3CCOCC3)CC2=O)cc1 (stereo unspecified)	-6.0%	-14%	-1%	10%	1%	-15%	-10%	-0.98	-0.22	-0.23	0.78	6%
Cc1oc2ncnc(N)c2c1C	-13%	-3%	-1%	0%	1%	11%	13%	-0.59	-0.34	-0.16	0.56	0%
CN1C(=O)c2cccc3c(S(=O)(=O)NCc4ccco4)ccc1c23	-9.6%	-2%	0%	14%	44%	20%	2%	-0.017	-0.2	-0.039	-0.3	0%
O=C(Cc1ccc(Cl)cc1)Nc1ncc([N+](=O)[O-])s1	-5.5%	4%	5%	-4%	-1%	-1%	-3%	1.3	0.064	0.64	-0.32	3%
Cc1onc(-c2c(Cl)cccc2Cl)c1C(=O)NCc1ccco1	-3.3%	-4%	0%	12%	15%	3%	4%	-1.1	-0.11	-0.48	-0.025	7%
CC(=O)N1CCN(c2ccc([N+](=O)[O-])c(NCC3CCCO3)c2)CC1 (stereo unspecified)	-3.6%	-5%	2%	12%	-4%	26%	42%	-0.54	-0.2	-0.26	0.5	14%
O=C(/C=C/c1cccs1)N1CCC2(CC1)Oc1ccc(Cl)cc1C(=O)C21CC(c2ccccc2)=NO1 (stereo unspecified)	.	-4%	-5%	-1%	7%	.	.	0.74	-0.72	0.51	-0.16	1%
O=C(CCNC(=O)c1ccccc1Cl)Nc1cccc(C(F)(F)F)c1	-2.0%	-7%	-1%	1%	-4%	0%	-5%	0.35	-0.13	0.73	-1.6	12%
CCN(CC)C(=O)CNC(=O)Cc1ccc(Cl)cc1	-16%	-4%	-2%	6%	7%	13%	2%	-0.25	0.13	0.097	0.059	4%
COc1ccc(C(C)(C)C)cc1NC(=S)NCCN1CCOCC1	-1.2%	-3%	-4%	4%	-34%	10%	0%	0.24	-0.098	0.35	-0.76	11%

Entries of single compounds from above. Order of values: XIAP antagonists | LYP phosphatase | Siah-1 displacement | M1AAP inhibition | AID2073 | human PMI inhibition | human PMI inhibitors | Dynein transport | Dynein transport cytoplasmic EGFP | Dynein transport nuclear GR-EGFP | Dynein transport cell count | P. falciparum M17LAP
CC1CCN(C(C(=O)O)c2ccccc2)CC1 (stereo unspecified) is entered as -3.9% | -8% | 1% | -4% | 19% | -14% | -3% | 0.083 | -0.27 | -0.016 | 0.38 | -4%
CC(=O)c1sc(NC(=O)COc2ccccc2)nc1C is entered as 5.2% | -2% | -6% | 3% | 5% | 2% | 5% | -0.18 | 0.28 | 0.23 | 0.64 | -5%

3 structures out of the list, ordered by SMILES length, falling:
SMILES	XIAP antagonists	LYP phosphatase	Siah-1 displacement	M1AAP inhibition	AID2073	human PMI inhibition	human PMI inhibitors	Dynein transport	Dynein transport cytoplasmic EGFP	Dynein transport nuclear GR-EGFP	Dynein transport cell count	P. falciparum M17LAP
CSCCC(NC(=O)c1ccc(Cl)cc1)C(=O)OCC(=O)Nc1cc(Cl)ccc1C#N (stereo unspecified)	-4.1%	-3%	-2%	1%	18%	10%	11%	1.4	0.93	1.4	-2.1	3%
Cc1ccc(C)c(NC(=O)CN(C)S(=O)(=O)c2ccccc2)c1	-4.1%	-3%	-1%	-5%	8%	12%	3%	-0.56	-0.15	0.066	-1.3	1%
COc1ccc(C(C)(C)C)cc1NC(=S)NCCN1CCOCC1	-1.2%	-3%	-4%	4%	-34%	10%	0%	0.24	-0.098	0.35	-0.76	11%

The list continues:
SMILES	XIAP antagonists	LYP phosphatase	Siah-1 displacement	M1AAP inhibition	AID2073	human PMI inhibition	human PMI inhibitors	Dynein transport	Dynein transport cytoplasmic EGFP	Dynein transport nuclear GR-EGFP	Dynein transport cell count	P. falciparum M17LAP
CC(=O)N1CCN(Cc2nc3cc(NC(=O)COc4ccccc4)ccc3n2C)CC1	-4.8%	-2%	2%	8%	-9%	-34%	-11%	-0.8	-0.33	-0.38	0.86	3%
Cc1c(NC(=O)c2ccc(S(=O)(=O)N(C)c3ccccc3)cc2)c(=O)n(-c2ccccc2)n1C	-4.8%	-3%	2%	3%	13%	-3%	-2%	-0.0018	-0.27	9.9e-05	-0.23	2%
Cc1c(/C=N\NC(=O)c2ccc([N+](=O)[O-])cc2)cnn1C	-0.1%	1%	2%	2%	6%	-4%	6%	-0.039	-0.22	-0.39	0.47	5%
CCc1nnc(NC(=O)CCC(=O)N2CCCC2)s1	-7.9%	-7%	-6%	2%	7%	-1%	-5%	-0.61	-0.22	-0.3	0.88	0%
CCc1ccc(/C=C2/Sc3ccccc3N(CC(=O)NCCCOC)C2=O)cc1	-10%	1%	-2%	1%	-7%	1%	1%	0.48	0.11	0.63	-1.9	8%
O=[N+]([O-])c1ccc(-c2cc(-c3ccncc3)nc3ccc4ccccc4c23)cc1	-5.4%	-4%	-3%	1%	10%	0%	-3%	0.21	-0.24	0.46	-0.45	-5%
O=C1C(Oc2ccccc2)C(c2ccc3c(c2)OCO3)N1CCc1ccc(F)cc1 (stereo unspecified)	-8.9%	1%	-5%	6%	-1%	5%	6%	0.42	-0.22	0.46	-0.082	6%
CCOc1ccc(C2NC(=O)c3n[nH]c(C)c32)cc1 (stereo unspecified)	-2.6%	-11%	2%	11%	-5%	-3%	-4%	-0.91	-0.24	-0.45	0.71	6%
O=C(Cn1nc(-c2ccccc2Cl)ccc1=O)Nc1ccc(Br)cc1	-1.2%	-3%	2%	3%	7%	21%	18%	0.056	-0.18	-0.017	0.23	22%
COCCn1c(N)c(Sc2ccccc2[N+](=O)[O-])c(=O)[nH]c1=O	.	-6%	8%	4%	3%	.	.	0.18	-0.15	0.69	-2.2	-12%
O=C(COC(=O)c1cc2c(s1)CCC2)Nc1ccc(F)cc1	-3.9%	11%	0%	1%	46%	1%	1%	1.2	-0.21	0.44	-0.97	6%
CC(=O)Nc1ccc(NC(=S)Nc2ccc(Br)cc2)cc1	.	-4%	4%	4%	-4%	.	.	1.1	-0.23	0.23	-0.78	0%
Cc1ccn2cc(CCNC(=O)CC3CCCCC3)nc2c1	-2.9%	-4%	0%	2%	2%	4%	6%	-0.072	-0.093	-0.078	0.78	-4%
S=C(N/N=C/c1ccc(Cl)c(Cl)c1)Nc1ccccc1Cl	-10%	-3%	-6%	1%	8%	-14%	-10%	-0.84	-0.35	-0.21	0.18	-3%
COC(=O)c1[nH]c2cccc(OC)c2c1NC(=O)CCN1CCN(c2ccccc2OC)CC1	-2.0%	-4%	-2%	1%	13%	6%	4%	-0.83	-0.14	-0.43	-0.28	-12%
CC(C)N(C(=O)COC(=O)c1cc(Cl)cc(Cl)c1N)C(C)C	-5.3%	-17%	1%	7%	6%	-3%	-17%	-0.25	-0.16	-0.33	0.41	-25%
CSc1ncccc1C(=O)NC(C)C1CC2CCC1C2 (stereo unspecified)	-0.4%	-5%	2%	3%	-6%	9%	10%	-0.22	-0.3	-0.12	-0.084	-4%
Cc1cc(C)cc(NC(=S)Nc2cccc3cnccc23)c1	-0.2%	-3%	40%	5%	17%	66%*	59%*	-0.073	-0.3	-0.18	-0.088	5%
O=C(Cn1nnc(-c2ccccc2NC(=O)c2ccccc2)n1)Nc1ccc2c(c1)OCCO2	2.4%	-7%	-3%	4%	20%	11%	10%	0.21	-0.21	0.82	0.33	3%
Cc1ccc(S(=O)(=O)/N=C2/NC(=O)/C(=C/c3ccncc3)S2)cc1	-10%	-3%	3%	20%	-3%	4%	2%	-1.1	-0.26	-0.3	1.3	7%
